Screens as filed in PubChem.
CYP2C19 inh = blockers of cytochrome P450 2C19 activity – biochemical, luminescence, ADME assay, primary screen | P33261 | CYP2C19 Supersomes, luciferin-H EGE luminescence, 30 min | inhibition, % at 5 µM | hit rate 21% among 96,000 | AID 778, 2007;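 active means CYP2C19 inhibition above a set limit at 5 µM in the primary screen, cut at about 50% in these data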;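 further: plate controls were negative control wells for no effect and 2.5 mM tranylcypromine positive control for full effect; values of inactives mirror those of a sister screen read the other way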
CYP2C9 inh = blockers of cytochrome P450 2C9 activity – biochemical, luminescence, ADME assay, primary screen. AID 777, 2007. P11712. CYP2C9 Supersomes, luciferin-H conversion. hit rate 20% among 96,000. inhibition, % at 5 µM;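 active means blocking of liver enzyme CYP2C9 beyond about 50% at 5 µM, limit read from the data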; further: values of inactives mirror those of a sister screen read the other way
EphB4 ephrin blk = EphB4-ephrin-B2 interaction antagonists, primary screen, biochemical, TNYL-RAW peptide probe, fluorescence polarization; Ephrin type-B receptor 4 (Homo sapiens), P54760; EphB4 LBD / TNYL-RAW-Alexa532 peptide; inhibition, % at 7 µM; hit rate 0.15% among 97,000;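 active means inhibition above the screen-wide mean inhibition plus 3 SD, cut at about 15% in these data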;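 further: 0% = DMSO wells and 100% = excess unlabeled TNYL-RAW peptide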
Pyk2 oligo antag = antagonists of Pyk2 self-association, primary screen, Q293 cells, FERM NanoBiT luminescence, HTS | Protein-tyrosine kinase 2-beta (Homo sapiens), Q14289 | stronger effect = lower value | z-score (the deposit names both 25 µM and 10 µM) | hit rate 0.83% among 99,000 | AID 1347419, 2020;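 active means Z-score of -3 or lower, scaled per plate to the spread of control and sample wells; inactive means z-score above -3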;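 further: negative z-score means lost luminescence so less FERM oligomerization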
Target sequence (Q14289 whole entry, looked up): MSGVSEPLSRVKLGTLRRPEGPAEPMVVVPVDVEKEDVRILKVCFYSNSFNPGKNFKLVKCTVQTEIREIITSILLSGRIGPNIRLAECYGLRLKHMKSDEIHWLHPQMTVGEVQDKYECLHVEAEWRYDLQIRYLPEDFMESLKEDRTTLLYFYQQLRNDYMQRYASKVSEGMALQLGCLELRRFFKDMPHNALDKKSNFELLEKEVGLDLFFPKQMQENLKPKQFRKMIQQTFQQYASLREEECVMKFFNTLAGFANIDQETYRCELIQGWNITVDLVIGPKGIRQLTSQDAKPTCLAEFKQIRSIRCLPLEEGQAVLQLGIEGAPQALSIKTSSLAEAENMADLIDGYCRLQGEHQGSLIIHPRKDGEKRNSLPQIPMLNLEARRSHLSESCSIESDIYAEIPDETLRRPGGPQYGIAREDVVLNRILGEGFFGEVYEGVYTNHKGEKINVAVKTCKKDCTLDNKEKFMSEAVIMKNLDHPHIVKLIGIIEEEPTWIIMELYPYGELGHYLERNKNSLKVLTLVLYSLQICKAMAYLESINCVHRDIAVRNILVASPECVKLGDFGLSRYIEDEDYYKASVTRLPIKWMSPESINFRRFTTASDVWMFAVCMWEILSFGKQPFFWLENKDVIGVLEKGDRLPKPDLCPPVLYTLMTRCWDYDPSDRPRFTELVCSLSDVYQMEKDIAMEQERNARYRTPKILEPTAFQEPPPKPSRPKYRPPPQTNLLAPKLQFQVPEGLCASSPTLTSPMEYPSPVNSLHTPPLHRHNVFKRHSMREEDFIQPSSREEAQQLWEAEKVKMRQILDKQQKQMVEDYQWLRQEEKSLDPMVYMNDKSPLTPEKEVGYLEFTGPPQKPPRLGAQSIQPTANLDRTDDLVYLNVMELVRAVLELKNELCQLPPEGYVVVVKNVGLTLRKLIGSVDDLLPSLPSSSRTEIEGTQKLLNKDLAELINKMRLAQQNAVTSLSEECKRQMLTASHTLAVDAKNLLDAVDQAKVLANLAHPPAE
PostGolgi yeast = phenotypic screen on post-Golgi transport, primary screen | post-Golgi transport phenotypic cell assay | inhibition, % at 10 µM | hit rate 0.9% among 98,000; in the data active means inhibition above about 30%;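 further: yeast cells grown in 1536-well plates; yeast grown about 18 h at 30C before absorbance read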
E coli WT exp = growth inhibitors of wild-type E. coli, primary screen, strain BW25113, expanded library, OD600 | AID 710, 2007 | OD600 absorbance | growth inhibition, % at 100 µM | hit rate 0.15% among 98,000;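 active means growth inhibition above about 50% at one test dose, limit read from the data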;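 further: growth measured after 20 h incubation at 37 °C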
PLAP activator = PLAP enzyme activators, biochemical, luminescence, HTS; Alkaline phosphatase, placental type (Homo sapiens), P05187; purified PLAP enzyme, luminescent substrate read-out; stronger effect = higher value; activation fold at 20 µM; hit rate 1.2% among 96,000; AID 696, 2007; in the data active means activation fold above about 2
CYP2C19 act = human CYP2C19 activators, primary screen, biochemical, luminescence | Cytochrome P450 2C19 (Homo sapiens), P33261 | recombinant CYP2C19, luciferin-H EGE luminescence; stronger effect = higher value; 0 = fully inhibited enzyme, 1 = untreated enzyme | activation factor at 5 µM | 96,000 tested, under 10 active | AID 1025, 2008;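 active means activation factor of at least 2 at 5 µM in the primary screen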;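 further: 0 = wells with 2.5 mM tranylcypromine and 1 = vehicle-only wells; values of inactives mirror those of a sister screen read the other way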
CYP2C9 activ = human CYP2C9 activators, primary screen, biochemical, luminescence; activation factor at 5 µM; AID 1024, 2008; hit rate 1.4% among 96,000; recombinant CYP2C9, luciferin-H conversion; stronger effect = higher value; factor 1 = untreated enzyme, 0 = blocked;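 active means activation factor of 2 or more for CYP2C9 at a 5 µM dose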;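 further: 0 = sulfaphenazole-blocked wells and 1 = vehicle-only wells; values of inactives mirror those of a sister screen read the other way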
* hit, by the source's call; . = no result given.

Start of the data: the first 3 records, ahead of the listing:
1	Cc1ccc(CC(=O)Nc2nc3ccccc3[nH]2)cc1C
2	Cn1c(=O)[nH]c(=O)c2c1nc(N1CCN(c3cccc(Cl)c3)CC1)n2CCCc1ccccc1
3	Fc1ccc(NC(=S)N2CCCc3ccccc32)cc1

entry no.	1	2	3
CYP2C19 inh	-8	10	40
CYP2C9 inh	-4	16	7
EphB4 ephrin blk	5	-2	9
Pyk2 oligo antag	0.93	.	-0.39
PostGolgi yeast	-21	-1	1
E coli WT exp	-9	-9	16
PLAP activator	1.1	0.8	0.9
CYP2C19 act	1.1	0.9	0.6
CYP2C9 activ	1	0.8	0.9

Results, from the first entry:
1	Cc1ccc(CC(=O)Nc2nc3ccccc3[nH]2)cc1C
2	Cn1c(=O)[nH]c(=O)c2c1nc(N1CCN(c3cccc(Cl)c3)CC1)n2CCCc1ccccc1
3	Fc1ccc(NC(=S)N2CCCc3ccccc32)cc1
4	S=C(NCc1ccco1)N1CCN(Cc2ccc(Cl)cc2Cl)CC1
5	Cc1ccc(C(C)C)cc1C(=O)CC1(O)C(=O)N(C)c2ccccc21 (stereo not drawn)
6	CCOC(=O)c1sc2nc(SC)nc(-c3ccccc3)c2c1N

entry no.	1	2	3	4	5	6
CYP2C19 inh	-8	10	40	23	66*	7
CYP2C9 inh	-4	16	7	42	59*	13
EphB4 ephrin blk	5	-2	9	-11	1	-3
Pyk2 oligo antag	0.93	.	-0.39	0.23	0.29	-0.36
PostGolgi yeast	-21	-1	1	8	9	13
E coli WT exp	-9	-9	16	-3	11	-8
PLAP activator	1.1	0.8	0.9	1.1	1.7	1.1
CYP2C19 act	1.1	0.9	0.6	0.8	0.3	0.9
CYP2C9 activ	1	0.8	0.9	0.6	0.4	0.9

7	O=C(NCCCN1CCOCC1)c1c(O)c2cc(Br)cc(Br)c2[nH]c1=O
8	O=C(Nc1ccccc1)Nc1ccccc1C(=O)NCc1ccccc1
9	CCOC(=O)N1CCC(N2C(=O)c3ccccc3C2Nc2c(C)cccc2C)CC1 (stereo not drawn)
10	CC(C)c1nc(C#N)c(NCCCn2ccnc2)o1
11	CCCc1nccn1S(=O)(=O)c1cc(OC)ccc1OC
12	COC(=O)CCCCC1SCC(NC(=O)OC)C1NC(=O)OC (stereo not drawn)

entry no.	7	8	9	10	11	12
CYP2C19 inh	-15	18	95*	100*	90*	-12
CYP2C9 inh	8	50*	94*	91*	56*	-9
EphB4 ephrin blk	-3	-8	0	-9	4	-11
Pyk2 oligo antag	0.47	-1.6	.	0.18	0.17	1.6
PostGolgi yeast	.	-6	-1	-1	5	-6
E coli WT exp	.	0	11	1	-9	5
PLAP activator	1.6	0.8	1.5	1	1.5	1.1
CYP2C19 act	1.2	0.8	0	0	0.1	1.1
CYP2C9 activ	0.9	0.5	0.1	0.1	0.4	1.1

13	CN(c1ccccc1)S(=O)(=O)c1ccc(C(=O)OCC(=O)NCc2ccco2)cc1
14	Cc1nnc(SCc2ccccc2)nc1/C=C/NOCc1ccc(Cl)cc1Cl
15	Oc1ccccc1CNc1ncc(Br)cc1Br
16	CCCOc1ccc(C2C(=O)N(C3CCCCC3)CC(=O)N2C2CC2)cc1OC (stereo not drawn)
17	CCOC(=O)C1=Nc2ccccc2C1=[N+]=[N-]
18	CCCn1nnnc1NCc1cccn1C

entry no.	13	14	15	16	17	18
CYP2C19 inh	97*	79*	39	0	40	8
CYP2C9 inh	94*	88*	-40	35	27	-7
EphB4 ephrin blk	-6	3	7	1	.	-10
Pyk2 oligo antag	0.49	1.3	-1.8	-0.12	0.56	-0.15
PostGolgi yeast	-10	-7	-13	-1	106*	15
E coli WT exp	1	-17	5	3	100*	-11
PLAP activator	1.4	1	0.7	1.2	0.9	1
CYP2C19 act	0	0.2	0.6	1	0.6	0.9
CYP2C9 activ	0.1	0.1	1.4	0.7	0.7	1.1

19	CCOC(=O)Cc1csc(SCC(=O)/C(C#N)=C(\C)N)n1
20	O=c1cc(N2CCN(c3ccccc3)CC2)[nH]c(=O)n1C1CCCCC1
21	CC(=O)c1c(C(C)=O)c(C)n(Cc2ccc(Cl)cc2)c1C
22	COc1nc(NC23CC4CC(CC(C4)C2)C3)nc(OC)n1
23	O=C(COC(=O)c1cccnc1Nc1ccccc1F)NCCN1C(=O)CSC1=O
24	O=C(/C=C/c1ccccc1)Nc1ncn[nH]1

entry no.	19	20	21	22	23	24
CYP2C19 inh	95*	18	86*	4	84*	17
CYP2C9 inh	19	12	33	15	17	12
EphB4 ephrin blk	-5	2	6	7	2	-3
Pyk2 oligo antag	1.1	-0.92	0.79	-0.81	1.4	0.12
PostGolgi yeast	-10	-8	-2	-1	2	0
E coli WT exp	3	-6	-2	11	-2	3
PLAP activator	1	1.1	1	1	1.7	1
CYP2C19 act	0.1	0.8	0.1	1	0.2	0.8
CYP2C9 activ	0.8	0.9	0.7	0.8	0.8	0.9

25	Cc1ccc(Cn2c(NS(=O)(=O)c3ccccc3)nc3ccccc32)cc1
26	CCOC(=O)c1ccc(NC(=O)CC2C(=O)N(c3ccccc3)C(=O)N2CCCOC)cc1 (stereo not drawn)
27	COC(=O)Cc1n[nH]c(=S)[nH]c1=O
28	COc1cccc(CNC(=O)c2nnn(CC(=O)Nc3ccc(C)c(C)c3)c2N)c1
29	O=C(CCn1nnc2ccccc21)Nc1nnc(-c2ccccc2F)s1
30	Cc1ccc(S(=O)(=O)CC2CSc3nc4ccccc4n32)cc1 (stereo not drawn)

entry no.	25	26	27	28	29	30
CYP2C19 inh	34	92*	2	-5	20	68*
CYP2C9 inh	64*	79*	12	-15	56*	54*
EphB4 ephrin blk	-9	5	7	.	0	-5
Pyk2 oligo antag	-1.4	-0.83	0.68	0.08	3	-0.86
PostGolgi yeast	-2	4	9	.	-3	18
E coli WT exp	3	-1	-3	.	-4	2
PLAP activator	0.9	1.7	1	0.6	1	1.1
CYP2C19 act	0.7	0.1	1	1.1	0.8	0.3
CYP2C9 activ	0.4	0.2	0.9	1.2	0.4	0.5

31	Cc1cccc(N/C(=N\S(=O)(=O)c2ccccc2)C(F)(F)F)c1
32	COc1cccc(/C=N/n2c(=S)n(C)c3ccccc32)c1OC
33	Cn1c(=O)c2ncn(CC(=O)Nc3cccc(-c4nc5ccccc5s4)c3)c2n(C)c1=O
34	O=C(NCc1ccccn1)C1CCCN(Cc2cnn(-c3ccccc3)c2-n2cccc2)C1 (stereo not drawn)
35	O=C(Cn1c(=O)oc2ccccc21)N(Cc1ccccc1)C1CCS(=O)(=O)C1 (stereo not drawn)
36	Cc1cc(Cl)ccc1OCC(=O)NCCOc1nc(N2CCOCC2)nc(N2CCOCC2)n1

entry no.	31	32	33	34	35	36
CYP2C19 inh	-11	6	22	1	-2	19
CYP2C9 inh	56*	44	50*	7	-15	23
EphB4 ephrin blk	7	-5	2	-2	5	1
Pyk2 oligo antag	-0.01	-0.48	-0.67	0.98	-0.21	0.63
PostGolgi yeast	-3	-8	2	11	13	8
E coli WT exp	9	-10	-16	8	5	-5
PLAP activator	1	1	1.2	1.3	0.8	1.4
CYP2C19 act	1.1	0.9	0.8	1	1	0.8
CYP2C9 activ	0.4	0.6	0.5	0.9	1.2	0.8

37	CCOC(=O)c1ccccc1NC(=O)/C=C/c1cc(OC)c(OC)c(OC)c1
38	Cc1[nH]c(=O)[nH]c(=O)c1S(=O)(=O)N1CCN(c2ccccc2F)CC1
39	CCCCOC(=O)Nc1sc2nc(C)cc(C)c2c1-n1cccc1
40	Cc1cc(C)n(Cc2ccc(NC(=O)c3nn(C)cc3[N+](=O)[O-])cc2)n1
41	Nc1ccc(Oc2ccc(Cl)cc2)cc1
42	CS(=O)(=O)Nc1ccccc1Oc1ccccc1

entry no.	37	38	39	40	41	42
CYP2C19 inh	-7	1	9	24	85*	.
CYP2C9 inh	-12	2	37	32	22	.
EphB4 ephrin blk	-4	13	-11	3	-3	6
Pyk2 oligo antag	-1.7	0.77	-0.39	0.04	-0.11	0.72
PostGolgi yeast	3	20	3	22	4	9
E coli WT exp	3	0	-24	-6	27	-1
PLAP activator	0.9	0.9	1	1.4	0.8	.
CYP2C19 act	1.1	1	0.9	0.8	0.1	.
CYP2C9 activ	1.1	1	0.6	0.7	0.8	.

43	C=CCN=C(NC#N)SCC(=O)NCc1ccccc1
44	CCN(CC)C(=O)CC(c1ccc(F)cc1)c1ccco1 (stereo not drawn)
45	Cc1cccc(N2CCN(Cc3ccoc3)CC2)c1C
46	CNc1nc(CCN2C(=O)c3ccccc3C2=O)cs1
47	Cc1cc(NC(=O)c2cccc(F)c2)ncc1NC(=O)c1ccco1
48	Cn1c(=O)oc2cc(S(=O)(=O)NC3CCCc4ccccc43)ccc21 (stereo not drawn)

entry no.	43	44	45	46	47	48
CYP2C19 inh	51*	62*	31	82*	96*	-3
CYP2C9 inh	17	31	16	7	63*	-28
EphB4 ephrin blk	-8	0	1	-7	-9	-2
Pyk2 oligo antag	-0.63	0.83	0.09	1	-0.25	.
PostGolgi yeast	3	-1	9	13	-2	10
E coli WT exp	15	10	12	0	6	-5
PLAP activator	1	1.5	1	1.1	0.8	0.8
CYP2C19 act	0.5	0.4	0.7	0.2	0	1
CYP2C9 activ	0.8	0.7	0.8	0.9	0.4	1.3

49	COc1cccc(N2CCN(Cc3cccnc3)CC2)c1
50	Cc1nc(N2N=C3/C(=C/c4ccc(F)cc4)CCCC3C2c2ccc(F)cc2)sc1C(=O)N(C)C (stereo not drawn)
51	Cn1c(=O)cc(OCCCC(=O)Nc2cccnc2)c2ccccc21
52	O=C(c1csc(Nc2ccccc2Cl)n1)N1CCCC1
53	N#Cc1nc(COc2ccccc2Cl)oc1NCc1ccc(F)cc1
54	O=C(c1ccccc1)N1CCn2c(nc3ccccc32)C1
55	COc1ccc(-c2csc(=Nc3c(C)n(C)n(-c4ccccc4)c3=O)n2C(C)(C)C)cc1

entry no.	49	50	51	52	53	54	55
CYP2C19 inh	67*	34	-1	19	4	48	-4
CYP2C9 inh	-13	30	3	8	19	37	1
EphB4 ephrin blk	.	-5	-3	0	7	.	0
Pyk2 oligo antag	-0.23	-1.6	1.2	-1.4	-1.4	0.05	1.1
PostGolgi yeast	4	-2	-4	11	16	.	0
E coli WT exp	2	-6	2	9	-7	.	-5
PLAP activator	1.1	2*	1.1	1.3	0.9	1	1.4
CYP2C19 act	0.3	0.7	1	0.8	1	0.5	1
CYP2C9 activ	1.1	0.7	1	0.9	0.8	0.6	1
